# From PubChem
# TNAP activators = stimulation of alkaline phosphatase TNAP activity – biochemical, luminescent, no phosphate acceptor, uHTS, primary screen (AID 1001); purified TNAP, luminescent activation assay, no phosphate acceptor; higher activation fold means a stronger effect; one-dose activation fold at 20 µM; EC50 in µM for titrated hits; 0.03% of 200,000 active; in the data active means activation fold from about 3, or a potency from the dose series; inactive means the rest, 99 in 100 with activation fold below about 1.6; further: many of its hits are not listed in these tables
# M17LAP inhibition = P. falciparum M17LAP inhibitors, primary screen, biochemical, fluorogenic H-Leu-NHMec substrate, 1536-well (AID 1619). recombinant M17LAP, H-Leu-NHMec fluorogenic kinetic assay; higher % means a stronger effect. inhibition, % at 30 µM, or IC50 in µM where a hit was titrated. 0.38% of 220,000 active;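 active means compound inhibiting the enzyme by more than half at any dose during confirmatory dose-response retesting; inconclusive means strong single-dose inhibitors picked by rank but not retested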;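 further: plate controls were full reaction with DMSO carrier for no effect and no enzyme background for full effect; strong numbers were not always called active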
# M1AAP inhibition = malaria alanyl aminopeptidase activity blockers – biochemical, fluorogenic H-Leu-NHMec substrate, 1536-well (AID 1445) | recombinant M1AAP, H-Leu-NHMec fluorogenic kinetic assay; higher % means a stronger effect | one-dose inhibition, % at 30 µM; IC50 in µM for titrated hits | 0.42% of 220,000 active;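 active means primary inhibition above the hit cutoff, then over 50% inhibition at one or more dose response concentrations, cut at about 23% in these data, passing the limit was not always enough; inconclusive means conflicting primary data, or primary hits not chosen for dose response; inactive means low primary inhibition, or under 50% at every dose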;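 further: plate controls were DMSO full reaction for no effect and no enzyme background for full effect; strong numbers were not always called active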
# SIAH1 antagonists = Siah-1 peptide-binding antagonists, primary screen, biochemical, fluorescence polarization, rhodamine-plectin, uHTS (AID 1817); Siah-1 / rhodamine-plectin peptide fluorescence polarization; higher % means a stronger effect; one-dose displacement, % at 20 µM; IC50 in µM for titrated hits; 0.02% of 290,000 active;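 active means displacement of at least 50% at 20 µM, with a fluorescence ratio check between 0.3 and a set limit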;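 further: plate controls were Siah plus tracer with DMSO for no effect and tracer alone without Siah for full effect; strong numbers were not always called active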
# PMI inhibition = human PMI inhibitors, high substrate, primary screen, biochemical, fluorescence intensity, high mannose 6-phosphate (AID 1220); inhibition, % at 20 µM; hits with a dose series show IC50 in µM; 0.66% of 190,000 active; recombinant PMI enzyme, coupled fluorescence intensity; higher % means a stronger effect
# human PMI inhibition = MPI enzyme activity inhibition – biochemical, fluorescence intensity, coupled assay, primary screen (AID 1209); purified PMI enzyme, coupled fluorescence intensity; higher % means a stronger effect; inhibition, % at 20 µM; hits with a dose series show IC50 in µM; 0.42% of 190,000 active;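 further: plate controls were DMSO vehicle for no effect and wells lacking substrate for full effect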
# Hep lipid drop = hepatic lipid droplet formation modulation; inhibition, % at 6.5 µM; 0.4% of 240,000 active; AML12 mouse hepatocytes, oleate lipid droplets, BODIPY imaging; AID 1656;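 active means lipid droplet intensity inhibited by at least 50%, with more than 500 cells counted; inconclusive means wells with under 300 cells, treated as cytotoxic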
#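 Material – AML12 mouse liver cells · Also added – oleate loading, 100 µM · Compound dosing – 6.5 µM single-point dosing · Times – overnight treatment with compound plus oleate · Measured by – fluorescence imaging, 20x objective, two fields per well · Read-out – percent inhibition of filter-corrected integrated lipid droplet intensity per well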
# K1F lysis inhibition = inhibition of K1F phage lysis, E. coli UTI89, bacterial capsule biogenesis inhibitors, alamar blue (AID 488966). E. coli UTI89 K1F phage lysis, alamar blue, 2 h; higher % means a stronger effect. inhibition, % at 100 µM, or IC50 in µM where a hit was titrated. 0.02% of 340,000 active;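 active means phage lysis inhibition, versus mean bacterial control, above a set limit; inconclusive means no clear call, values can overlap the other calls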;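 further: capsule biogenesis inhibitors block K1F phage lysis so surviving cells raise fluorescence; higher fluorescence means more inhibition of phage lysis; actives were called in the ten point dose series up to 300 µM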
# XIAP displacement = small molecules displacing peptide from XIAP – biochemical, IAP family, fluorescence polarization (AID 1018); XIAP BIR domain, fluorescence polarization peptide displacement; higher % means a stronger effect; displacement, % at 20 µM, or IC50 in µM where a hit was titrated; 0.007% of 200,000 active; in the data active means displacement above about 50%; further: a part of the inactive calls stands beside numbers as strong as those of hits
# Hep lipid drop cells 6.5 µM = also measured in Hep lipid drop; calls as there; cell count; measured here: cell count, cytotoxicity flag;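 cells counted across two imaged fields per well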
# Active calls of the source: *; ? = inconclusive; . = not tested or not shown; [ ] = dose if it differs, or a comment. Unless noted, no stated cut-off is given here; in the data, active means inhibition above about 50%; inactive means the rest.
SMILES,TNAP activators,M17LAP inhibition,M1AAP inhibition,SIAH1 antagonists,PMI inhibition,human PMI inhibition,Hep lipid drop,Hep lipid drop cells 6.5 µM,K1F lysis inhibition,XIAP displacement
Cc1ccc2c(c1)nc(-n1nc(C)cc1C)c1nnnn12,1.1,10%,9%,7%,-8%,-6%,1,691,0.2%,-8.0%
CCSc1nnc(NC(=O)[C@H](C)NC(=O)c2ccccc2Cl)s1,1,2%,2%,4%,-5%,-4%,-6,650,0.2%,-6.5%
Cc1cccc(/C(N)=N/OC(=O)c2cccs2)c1,1,-14%,-4%,1%,2%,3%,.,.,0.2%,-2.8%
O=C(NC(Cc1ccccc1)c1nc2ccccc2[nH]1)c1ccc(Cl)c([N+](=O)[O-])c1 (stereo not given),1,2%,8%,2%,13%,8%,15,676,0.4%,0.5%
Cc1cc(C)c(OCCCCN(C)C)c(Br)c1,1.1,-6%,-10%,8%,-1%,5%,1,668,0.3%,-1.9%
CCCCOc1ccc(OC(=O)c2cccnc2)cc1,1,4%,-1%,3%,2%,-7%,.,.,0.0%,-4.5%
O=C(NCc1ccc(F)cc1)C(Cc1ccccc1)NS(=O)(=O)c1cccs1 (stereo not given),1,16%,7%,1%,2%,-5%,4,778,4.5%,-7.1%
CCN1CCc2nc(SCC(=O)Nc3ccc(OC)cc3)c(C#N)cc2C1,1.2,22%,2%,-1%,41%,13%,.,.,0.4%,-4.6%
O=C(O)[C@H]1CCCC[C@H]1C(=O)Nc1ccc(Nc2ccccc2)cc1,1.1,55%,11%,-9%,3%,-1%,-4,712,-3.6%,-4.6%
COc1ccc(Cn2c(O)c(/C=C3/C=CC=N3)c(=O)[nH]c2=O)cc1,.,4%,3%,1%,.,.,-5,700,0.1%,.
COc1ccc(Cc2noc(-c3ccc(OC)c(OC)c3)n2)cc1OC,1.1,7%,5%,-2%,0%,2%,.,.,0.3%,-1.1%
O=C(N/N=C/c1ccncc1)c1ccc(-n2cccc2)cc1,1,-13%,0%,46%,-8%,-8%,21,698,0.7%[50 µM],0.2%
COc1ccccc1OCc1nc(C#N)c(N2CCC(C(N)=O)CC2)o1,1.1,5%,5%,0%,1%,10%,-3,719,4.5%,-5.9%
O=C(Nc1ccc(N2CCOCC2)cc1)c1ccccc1SCC(=O)N1CCCC1,1.1,9%,8%,-6%,4%,-2%,-3,712,0.5%,-3.4%
Cc1ccccc1CN1C(=O)c2ccccc2Sc2ccc(C(=O)O)cc21,1,31%,7%,-1%,-3%,-21%,18,718,-0.3%,-9.2%
CCOC(=O)C1=C(C)OC(N)=C(C#N)C1c1ccc(OC)c(CSc2ccccn2)c1 (stereo not given),1.2,13%,13%,-3%,13%,10%,-1,628,-0.3%,-1.8%
O=C1CCCCCN1C(=O)c1ccc(C(=O)N2CCCCCC2=O)cc1,1.1,9%,-1%,1%,-4%,-5%,.,.,0.2%,-5.2%
CC(=O)Nc1cccc(/C(C)=N/NC(=O)c2cccs2)c1,1.1,34%,-1%,1%,13%,16%,-1,565,-0.1%,-14%
NS(=O)(=O)c1cc(C(=O)N2CCc3ccccc32)c(Cl)cc1Cl,1.1,4%,0%,1%,-2%,7%,-26,741,-0.1%,-7.3%
CC(C)(C)c1ccc(OCc2ccc(C(=O)NCc3cccnc3)o2)cc1,1.1,0%,-1%,-1%,4%,4%,-1,679,0.8%,-2.2%
Cc1ccc(NC(=S)N(Cc2ccco2)C(C)c2cccs2)c(Cl)c1 (stereo not given),1.1,1%,10%,22%,11%,8%,-20,727,0.1%,-6.0%
NC(=O)C1CCCN(CCc2ccccc2)C1 (stereo not given),1,-15%,5%,12%,-6%,-5%,.,.,0.3%,-8.9%
CCC1CCC/C1=N\NC(=O)CCC(=O)Nc1ccccc1Cl (stereo not given),1,5%,2%,-4%,-17%,-14%,-2,617,1.0%,-5.7%
Cc1ccc(C(=O)Nc2ccc(Oc3ccc(C(=O)O)c(C(=O)O)c3)cc2)cc1C,1.1,13µM*,5%,-3%,-3%,6%,-3,789,0.4%,-21%
COc1cccc(CN2CCC(CO)(CC3CCCCO3)CC2)c1 (stereo not given),1.1,-5%,1%,1%,2%,5%,15,735,1.3%,-3.7%
O=C(Nc1ccccc1C(=O)NCc1cccnc1)c1cccc([N+](=O)[O-])c1,1,0%,-1%,-4%,12%,13%,8,666,0.3%,-9.0%
C=CCSc1nnc(NC(=O)c2ccc(NC(C)=O)cc2)s1,.,-10%,11%,6%,.,.,-4,661,0.5%,.
COc1ccc(OC)c(-n2c(-c3cnccn3)n[nH]c2=S)c1,1.2,-15%,2%,4%,7%,16%,0,761,-0.3%,-5.1%
CC(NC(=O)C1CCCN(S(=O)(=O)c2cccc3nonc23)C1)c1ccccc1 (stereo not given),1.1,-8%,-1%,-3%,0%,3%,0,779,0.2%,-8.3%
CNCCCOc1ccc(Cl)cc1C(C)(C)C,1.1,5%,8%,6%,0%,0%,-21,622,?,-4.5%
COc1cc(C(=O)O)ccc1OCC(=O)N1CCOCC1,1.1,-7%,-2%,3%,5%,-2%,.,.,3.2%,-4.2%
COc1ccc(S(=O)(=O)Nc2ccc3oc(C)c(C(=O)O)c3c2)cc1,1.1,6%,-1%,2%,-2%,-6%,.,.,-0.2%,-13%
CCOC(=O)c1nonc1NC(C)=O,1.1,4%,-1%,3%,-5%,0%,14,776,0.5%,0.7%
Cc1[nH]n(-c2nc(-c3ccc(Cl)cc3)cs2)c(=O)c1N=Nc1ccc(O)cc1,0.8,4%,5%,7%,-12%,-10%,15,472,.,1.7%
CN1C[C@@H]2C(c3ccc(Cl)nc3)C3(c4ccc(C#N)cc4)CC2(C3)[C@H]1c1ccccc1 (stereo not given in full),.,-7%,10%,-1%,.,.,3,704,0.0%,.
CCOc1ccccc1-c1nn2c(Cc3ccccc3)nnc2s1,1,-3%,1%,-4%,8%,12%,.,.,-0.8%,-12%
COc1cc2c(cc1OC)C(C(=O)Nc1ccccn1)C(c1cccnc1)N(C)C2=O (stereo not given),1.1,-1%,2%,-2%,-1%,-1%,.,.,-0.6%,-1.3%
CC(=O)NC(O)C(=O)c1ccccc1 (stereo not given),1.1,3%,-10%,4%,5%,0%,.,.,1.4%,-6.5%
CSc1nnc(-c2ccc(F)cc2)o1,1.1,-2%,3%,3%,1%,3%,.,.,-0.5%,-1.9%
CCn1nc(C)c(CN2CCN(Cc3cccc(OC)c3)C(CCO)C2)c1C (stereo not given),1.1,13%,5%,1%,-2%,3%,10,719,-0.1%,-1.1%

# Eleven of the compounds above, with values under each structure.
# The line under a structure holds: TNAP activators | M17LAP inhibition | M1AAP inhibition | SIAH1 antagonists | PMI inhibition | human PMI inhibition | Hep lipid drop | Hep lipid drop cells 6.5 µM | K1F lysis inhibition | XIAP displacement
> Cc1ccc(C(=O)Nc2ccc(Oc3ccc(C(=O)O)c(C(=O)O)c3)cc2)cc1C
 : 1.1 | 13µM* | 5% | -3% | -3% | 6% | -3 | 789 | 0.4% | -21%
> COc1cccc(CN2CCC(CO)(CC3CCCCO3)CC2)c1 (stereo not given)
 : 1.1 | -5% | 1% | 1% | 2% | 5% | 15 | 735 | 1.3% | -3.7%
> O=C(Nc1ccccc1C(=O)NCc1cccnc1)c1cccc([N+](=O)[O-])c1
 : 1 | 0% | -1% | -4% | 12% | 13% | 8 | 666 | 0.3% | -9.0%
> C=CCSc1nnc(NC(=O)c2ccc(NC(C)=O)cc2)s1
 : . | -10% | 11% | 6% | . | . | -4 | 661 | 0.5% | .
> COc1ccc(OC)c(-n2c(-c3cnccn3)n[nH]c2=S)c1
 : 1.2 | -15% | 2% | 4% | 7% | 16% | 0 | 761 | -0.3% | -5.1%
> CC(NC(=O)C1CCCN(S(=O)(=O)c2cccc3nonc23)C1)c1ccccc1 (stereo not given)
 : 1.1 | -8% | -1% | -3% | 0% | 3% | 0 | 779 | 0.2% | -8.3%
> CNCCCOc1ccc(Cl)cc1C(C)(C)C
 : 1.1 | 5% | 8% | 6% | 0% | 0% | -21 | 622 | ? | -4.5%
> COc1cc(C(=O)O)ccc1OCC(=O)N1CCOCC1
 : 1.1 | -7% | -2% | 3% | 5% | -2% | . | . | 3.2% | -4.2%
> COc1ccc(S(=O)(=O)Nc2ccc3oc(C)c(C(=O)O)c3c2)cc1
 : 1.1 | 6% | -1% | 2% | -2% | -6% | . | . | -0.2% | -13%
> CCOC(=O)c1nonc1NC(C)=O
 : 1.1 | 4% | -1% | 3% | -5% | 0% | 14 | 776 | 0.5% | 0.7%
> Cc1[nH]n(-c2nc(-c3ccc(Cl)cc3)cs2)c(=O)c1N=Nc1ccc(O)cc1
 : 0.8 | 4% | 5% | 7% | -12% | -10% | 15 | 472 | . | 1.7%

# Following part
SMILES,TNAP activators,M17LAP inhibition,M1AAP inhibition,SIAH1 antagonists,PMI inhibition,human PMI inhibition,Hep lipid drop,Hep lipid drop cells 6.5 µM,K1F lysis inhibition,XIAP displacement
CC(C)(C#N)Nc1ccccc1,1,14%,12%,-5%,0%,-2%,.,.,4.6%,-2.8%
CC1(C)C(=O)OC(/C=C\c2cccc([N+](=O)[O-])c2)C(C)(C)C1=O (stereo not given),1,0%,2%,0%,0%,-6%,-7,679,-1.0%,-4.3%
CCOc1ccccc1NC(=O)CSc1nnc(CNC(=O)c2ccco2)o1,1.1,-3%,4%,-2%,-2%,3%,9,768,0.2%,-18%
CN(C(=O)CSc1nc(-c2ccc(F)cc2)cs1)C1CCS(=O)(=O)C1 (stereo not given),1.1,10%,11%,7%,6%,10%,.,.,-2.3%,-3.9%
CCOC(=O)C1=C(c2ccccc2)N=c2s/c(=C\c3ccco3)c(=O)n2C1c1cccs1 (stereo not given),0.9,0%,10%,20%,0%,-11%,-6,698,1.4%,-14%
COc1ccc(OC)c(CN2CCN(C(=O)c3cccc4ccccc34)CC2)c1,1.1,6%,-2%,10%,5%,12%,.,.,0.7%,-1.1%
O=C1c2cccc3c([N+](=O)[O-])ccc(c23)C(=O)N1Cc1cccnc1,1.1,-2%,8%,-8%,-35%,-33%,-15,670,-0.8%,-10%
CN(CC(=O)N1CCc2ccccc21)S(=O)(=O)c1ccc(Cl)cc1,1.1,11%,-7%,8%,15%,12%,12,721,0.2%,-1.0%
CCOc1ccc(NC(N)=O)cc1OCC,1,-7%,1%,7%,-4%,1%,18,840,-0.8%,-5.0%
COCC(=O)N(C)C1(c2nnnn2CCOC(=O)Nc2cccc3ccccc23)CCCC1,1,9%,-1%,7%,10%,11%,-17,642,0.9%,0.3%
COc1ccc(N2CCN(C(=O)CN(C)S(=O)(=O)c3ccc4c(c3)c(=O)n(C)c(=O)n4C)CC2)cc1,1.1,-5%,14%,0%,3%,0%,-20,659,0.7%,-5.3%

# Not a hit list. About 1.9% of those tested had a hit in this group.
